# Screens deposited in PubChem BioAssay by NMMLSC.
# Avidin bead fluor = avidin bead compound fluorescence profile | 0.38% of 220,000 active | AID 1775 | Avidin beads, compound fluorescence 488/530 nm, flow cytometry; active compounds read high | fluorescence (KMESF) at 10 µM; in the data active = fluorescence above about 47; note: inactives centre near 10
# ABCB1 inh = inhibitors of human ABCB1 transporter, ABCG2 counter-screen. CCRF-Adr cells, JC-1 efflux, flow cytometry. inhibition, % at 6.6 µM. 0.067% of 190,000 active. P08183; in the data active = inhibition above about 40%;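 note: 0% = vehicle and 100% = reference inhibitor; higher value means more JC-1 retained so stronger ABCB1 efflux block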
# Bim-Bcl-2 = disrupts Bim peptide binding to human Bcl-2; P10415; Bead-based flow cytometry, Bim peptide-Bcl-2 binding; inhibition, % at 10 µM; 0.06% of 190,000 active; AID 950; in the data active = inhibition above about 40%; inconclusive = no clear call, values can overlap the other calls;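 note: 0% = no compound wells with probe peptide and 100% = reference peptide inhibitor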
# ABCG2 inh = inhibitors of human ABCG2 transporter, ABCB1 counter-screen | IgMXP3 cells, JC-1 efflux, flow cytometry | inhibition, % at 6.6 µM | 0.1% of 190,000 active | AID 1325;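 active = inhibition above 80%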;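 note: 0% = DMSO and 100% = nicardipine control wells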
# Target sequence (Q9UNQ0 whole entry, looked up): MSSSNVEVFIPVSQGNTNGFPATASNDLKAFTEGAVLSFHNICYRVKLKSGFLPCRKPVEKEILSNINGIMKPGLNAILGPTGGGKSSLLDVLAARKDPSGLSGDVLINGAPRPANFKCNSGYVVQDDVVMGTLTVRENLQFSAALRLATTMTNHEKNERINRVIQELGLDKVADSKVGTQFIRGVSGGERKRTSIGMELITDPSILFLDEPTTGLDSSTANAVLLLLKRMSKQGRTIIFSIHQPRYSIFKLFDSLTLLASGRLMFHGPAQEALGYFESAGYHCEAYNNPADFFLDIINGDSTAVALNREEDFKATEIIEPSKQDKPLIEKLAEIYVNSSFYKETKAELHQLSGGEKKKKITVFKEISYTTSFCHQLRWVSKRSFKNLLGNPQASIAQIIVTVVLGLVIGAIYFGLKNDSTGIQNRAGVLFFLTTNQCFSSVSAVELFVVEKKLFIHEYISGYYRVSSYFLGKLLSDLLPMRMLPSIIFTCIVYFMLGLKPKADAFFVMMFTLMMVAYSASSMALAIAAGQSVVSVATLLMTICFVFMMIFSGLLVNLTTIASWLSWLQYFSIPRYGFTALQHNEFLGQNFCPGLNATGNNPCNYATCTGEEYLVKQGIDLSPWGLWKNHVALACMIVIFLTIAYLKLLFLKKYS
#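 Test system: IgMXP3 cells (ABCG2) mixed with DDAO far-red-labelled CCRF-Adr cells (ABCB1). Reagent: JC-1 transporter substrate. Compound dosing: single test compound dose, 6.6 µM final. Times: 10 min compound exposure, 25 °C. Detection: flow cytometry of retained JC-1 fluorescence. Read-out basis: efflux inhibition in percent versus controls. Controls: nicardipine and DMSO wells.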
# RGS4-Gao reg = modulates binding of RGS4 to human Galphao; AID 1415; binding response (% of control), % at 10 µM; 0.33% of 220,000 active; P09471; Multiplexed bead flow cytometry; actives lie on both sides; in the data active = binding response below about 49% or above about 150%; inactive = in between;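 note: fluorescent Galphao activated with aluminum fluoride binding bead-coupled RGS4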
# RGS7-Gao = regulators of human RGS7-Galphao interaction; P09471; Multiplexed bead flow cytometry, RGS7-Galphao binding; actives lie on both sides; binding response (% of control), % at 10 µM; 0.35% of 220,000 active; AID 1439; in the data active = binding response below about 49% or above about 150%; inconclusive = no clear call, values can overlap the other calls; inactive = in between;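 note: fluorescent Galphao held in activated GDP-AlF4 state binding bead-coupled RGS7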
# Bfl-1 Bim block = inhibitors of Bim-Bfl-1 interaction, human | Q16548 | Bead-based flow cytometry, Bim-Bfl-1 binding inhibition | inhibition, % at 10 µM | 0.12% of 190,000 active | AID 1008;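 note: 0% = wells without compound plus tracer and 100% = blocker peptide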
# Bim-Bcl-B = disrupts Bim peptide binding to human Bcl-B. inhibition, % at 10 µM. 0.073% of 190,000 active. bead-based flow cytometry. Q9HD36;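 note: 0% = tracer peptide without compound and 100% = reference inhibitor peptide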
# GSH fluor = GSH bead compound fluorescence profile. GSH beads flow cytometry, compound fluorescence 488/530 nm; active compounds read high. AID 1776. fluorescence (KMESF) at 10 µM. 0.25% of 190,000 active; in the data active = fluorescence above about 89;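 note: glutathione beads carrying GST-tagged Bcl family fusion proteins plus one bare bead set; values are compound well signal with DMSO vehicle wells as background; inactives centre near 16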
# Bim-Bcl-W = human Bim-Bcl-W interaction inhibition; inhibition, % at 10 µM; AID 952; bead-based flow cytometry, Bim peptide-Bcl-W binding; 0.02% of 190,000 active; Q92843;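 note: 0% = bound tracer without compound and 100% = peptide blocker; higher means less fluorescent Bim peptide bound to Bcl-W beads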
# Target sequence (Q92843 whole entry, looked up): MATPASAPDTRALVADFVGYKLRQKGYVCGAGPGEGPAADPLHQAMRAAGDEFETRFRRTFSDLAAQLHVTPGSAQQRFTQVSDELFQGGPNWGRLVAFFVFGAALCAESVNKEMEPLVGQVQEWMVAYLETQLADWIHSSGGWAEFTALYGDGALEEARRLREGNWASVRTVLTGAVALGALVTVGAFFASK
# Bim-Bcl-XL = disrupts Bim peptide binding to human Bcl-XL; AID 1007; inhibition, % at 10 µM; Q07817; 0.04% of 190,000 active; bead flow cytometry, fluorescence
# Target sequence (Q07817 whole entry, looked up): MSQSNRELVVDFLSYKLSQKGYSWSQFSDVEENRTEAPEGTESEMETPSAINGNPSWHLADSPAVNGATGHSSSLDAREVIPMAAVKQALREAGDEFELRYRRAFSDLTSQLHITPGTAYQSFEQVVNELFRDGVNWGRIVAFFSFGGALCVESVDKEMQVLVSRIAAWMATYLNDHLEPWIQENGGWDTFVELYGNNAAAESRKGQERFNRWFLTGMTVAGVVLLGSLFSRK
# Starred values were filed as active, the others as inactive; ? = inconclusive. Cut-off read from the data, not from the text of the source, unless noted: active = inhibition above about 40%. Rows were taken by chance; overall some 1.3% were active at least once.
No.	SMILES	Avidin bead fluor	ABCB1 inh	Bim-Bcl-2	ABCG2 inh	RGS4-Gao reg	RGS7-Gao
1	O=C(Oc1ccc(N2C(=O)CCC2=O)cc1)c1ccccc1	9	0.0	-32	0	102	101
2	CCOc1ccc(/C=N/NC(N)=S)cc1	23	-0.8	-12	17	100	98
3	O=C(CSc1nc2ccccc2c(=O)n1Cc1ccco1)c1ccccc1	5	1.0	-9	3	100	100
4	O=C(Nc1ccc(N2CCOCC2)c(Cl)c1)c1ccc(Cl)cc1	6	1.6	-6	6	99	106
5	CC(C)(C)c1ccc(OCCCC(=O)N2CCOCC2)cc1	12	0.7	-5	3	99	97
6	COc1ccc(NC(=O)N2CCN(S(C)(=O)=O)CC2)cc1	16	0.3	0	0	105	109
7	O=C(O)CNC(=O)/C=C/c1ccc(Cl)cc1Cl	12	0.2	-3	6	101	?
8	N#Cc1ccc(NC(=O)COC(=O)CSc2nnc(-c3ccc(Cl)cc3)o2)cc1	12	0.0	-10	0	99	99
9	Cc1nc2cc(NC(=O)C3COc4ccccc4O3)ccc2s1 (stereo not given)	5	1.7	-2	3	99	99
10	COc1cc(-c2nc3n(n2)C(c2ccncc2)C(C(N)=O)=C(C)N3)cc(OC)c1OC (stereo not given)	14	0.3	-5	0	102	99
11	CCN(CC)CCN(Cc1cc2cc(C)ccc2[nH]c1=O)C(=S)NCc1ccco1	14	-0.1	0	0	103	99
12	Fc1ccc(-n2nnnc2-c2cnc(-c3cccs3)nc2C(F)(F)F)cc1	31	1.6	-11	15	100	99

No.	Bfl-1 Bim block	Bim-Bcl-B	GSH fluor	Bim-Bcl-W	Bim-Bcl-XL
1	-30	-39	41	-34	-32
2	-12	-12	14	-7	-7
3	-7	-7	43	2	1
4	-8	-4	13	-1	-2
5	-5	0	12	0	-1
6	-3	-2	14	-1	0
7	-3	-7	18	0	-2
8	-7	-8	12	-3	-9
9	-1	-4	32	-1	-3
10	-4	-5	64	-3	-5
11	0	-9	10	-3	-5
12	-17	-6	25	-2	-8

# Next section.
No.	SMILES	Avidin bead fluor	ABCB1 inh	Bim-Bcl-2	ABCG2 inh	RGS4-Gao reg	RGS7-Gao
13	COc1ccccc1NC1C=CS(=O)(=O)C1 (stereo not given)	13	-1.7	-6	1	100	100
14	COC(=O)c1ccc(Sc2ccccn2)c([N+](=O)[O-])c1	13	0.8	-7	10	99	100
15	CS(=O)(=O)c1ccc(S(=O)CC(=O)OCc2ccccc2)c([N+](=O)[O-])c1 (stereo not given)	10	-0.1	-3	-2	98	101
16	COc1ccc(C(=O)Nc2ccc3c4c(cccc24)CC3)cc1	11	1.4	0	19	102	102
17	COc1ccc(OC)c(-n2nnnc2SCC(=O)Nc2cc(C)ccc2OC)c1	2	-0.5	-2	2	108	102
18	CC1(C)CC(=O)C(C=NCCN2CCN(CC(=O)Nc3ccccc3)CC2)=C(O)C1	5	0.2	0	3	103	100
19	O=C(CN(Cc1ccccc1)S(=O)(=O)c1ccccc1)N/N=C/c1ccccc1[N+](=O)[O-]	14	4.6	-9	45	101	101
20	CCCn1c(=O)[nH]c(=O)c2c1nc(-c1ccc(OC(F)F)cc1)n2CCN1CCOCC1	12	1.4	-6	24	101	104
21	CCN(CC)CCN1C(=O)C(=O)/C(=C(/O)c2ccc(F)cc2)C1c1ccncc1 (stereo not given)	5	-0.2	4	0	105	102
22	CCOc1ccc(Oc2ccc(-c3nnc(-c4ccccc4)o3)cc2[N+](=O)[O-])cc1	16	0.2	-1	3	100	98
23	O=C(CN1CCCC1=O)NC1C2CC3CC(C2)CC1C3 (stereo not given)	13	0.0	-6	3	100	96
24	O=C(NCCCn1ccnc1)c1ccc(Br)c(S(=O)(=O)N2CCOCC2)c1	11	0.2	-3	0	100	96

No.	Bfl-1 Bim block	Bim-Bcl-B	GSH fluor	Bim-Bcl-W	Bim-Bcl-XL
13	-16	-9	29	-1	-5
14	-17	-13	22	-10	-11
15	12	-5	12	-4	-4
16	-1	0	16	-1	2
17	-3	-8	33	-2	-5
18	-3	-5	26	-4	-7
19	-19	-10	33	-3	-7
20	-13	-7	36	1	-2
21	1	1	11	0	0
22	1	-6	6	-4	-1
23	-17	-5	12	-4	-10
24	-5	0	17	-6	-2

# The list continues:
No.	SMILES	Avidin bead fluor	ABCB1 inh	Bim-Bcl-2	ABCG2 inh	RGS4-Gao reg	RGS7-Gao
25	CCc1cccc(CC)c1N1C(=O)c2cc(N3CCOCC3)c([N+](=O)[O-])cc2C1=O	14	31	-1	31	99	103
26	CC(C)(C)c1cccc(/C=N/O)c1O	12	-0.1	-2	0	102	112
27	COc1ccc(N2C(=O)C3CCCN3C2c2cccc(Br)c2)cc1 (stereo not given)	7	0.4	-8	1	104	99
28	COC(=O)CNC(=O)c1nn(-c2cccc(OC)c2)c(=O)c2ccccc12	28	1.1	-11	14	102	101
29	Cc1csc(NC(=O)c2cc3c(s2)-c2ccccc2OC3)n1	7	-0.8	-3	-3	100	100
30	Cc1cc2nc(C)c3c(n2n1)CCC3	11	1.3	-2	10	99	?
31	Cc1cc(=O)cc(C)n1-c1ccc(Br)cc1	5	0.1	2	1	100	98
32	CCOC(=O)Cn1c(=O)oc2cc(S(=O)(=O)N3CCn4c3nc3ccccc34)ccc21	6	0.1	-6	0	103	100
33	CCOC(=O)c1c(N2CCCCC2)c2ccccc2[nH]c1=O	17	0.8	-4	2	94	95
34	COCCN1CC(=O)N(c2cccc(C)c2C)C(c2ccc(Cl)cc2)C1=O (stereo not given)	11	1.6	2	1	110	105
35	O=C(NCc1ccco1)c1nc(-c2ccc(F)cc2)no1	15	1.7	0	17	87	104
36	CCCCN(C)CCNC(=O)c1c[nH]c2ccc(S(=O)(=O)N(CC)CC)cc2c1=O	38	0.2	0	2	100	101

No.	Bfl-1 Bim block	Bim-Bcl-B	GSH fluor	Bim-Bcl-W	Bim-Bcl-XL
25	0	-1	5	-1	0
26	-1	-3	8	-3	0
27	-7	-4	23	2	-2
28	-19	-11	24	0	-3
29	-11	-8	18	-3	-11
30	-3	0	13	-1	-2
31	-4	-6	22	-2	0
32	-13	-6	25	-1	-3
33	-4	-4	13	-3	-4
34	0	2	30	3	5
35	-2	-1	12	0	-2
36	0	2	12	1	1

# (continued)
No.	SMILES	Avidin bead fluor	ABCB1 inh	Bim-Bcl-2	ABCG2 inh	RGS4-Gao reg	RGS7-Gao
37	Cc1ccc(-n2c(C)cc3c2CCCC3=O)cc1	8	0.5	-1	3	102	104
38	O=C(Nc1ccc(Cl)cc1C(=O)NCCN1CCOCC1)c1ccco1	15	0.8	-12	7	100	100
39	CCOC(=O)c1cc(C#N)c(N2CCN(c3ccc(OC)cc3)CC2)[nH]c1=O	12	0.4	-6	7	99	?
40	CCCn1c(C)cc(/C=C(\C#N)C(=O)OCC(=O)Nc2cc(OC)c(OC)c(OC)c2)c1C	7	2.1	-6	10	101	97
41	CSc1nncn1/N=C/c1ccc2c(c1)OCO2	36	-0.3	0	1	99	100
42	Cc1cccc(NS(=O)(=O)c2ccccc2)n1	13	0.1	1	0	100	101
43	c1ccc2c(c1)nnn2-c1ncnc2sc3c(c12)CCCC3	29	0.5	0	4	98	97
44	O=C(c1ccco1)N1CCN(C(=O)c2cc3sccc3n2Cc2ccccc2)CC1	8	2.6	-10	1	94	91
45	CCOC(=O)C1CCN(Cc2ccc(C(=O)OC)cc2)CC1	9	0.3	-5	2	103	103
46	COc1cccc(N(CC(=O)Nc2cccc(C(C)=O)c2)S(C)(=O)=O)c1	30	0.4	-4	3	95	97
47	C=CCc1cc(Cl)ccc1OCCOCCN(C)C	8	0.6	-1	1	96	?
48	CCOC(=O)Cn1nnnc1CN(Cc1cccs1)Cc1cc2cc(C)cc(C)c2[nH]c1=O	5	2.5	0	3	106	100

No.	Bfl-1 Bim block	Bim-Bcl-B	GSH fluor	Bim-Bcl-W	Bim-Bcl-XL
37	-3	0	9	7	-1
38	-18	-9	32	-1	-10
39	-6	-6	11	-2	-2
40	-18	-9	18	-6	-11
41	2	1	13	2	0
42	1	0	25	1	2
43	4	0	15	1	2
44	-7	-9	11	3	-5
45	-9	-5	5	1	-6
46	0	-1	14	0	-5
47	-2	-3	17	-3	-4
48	-10	-2	19	4	1

# (cont.)
No.	SMILES	Avidin bead fluor	ABCB1 inh	Bim-Bcl-2	ABCG2 inh	RGS4-Gao reg	RGS7-Gao
49	Cc1ccc(C)c(N=Cc2cc3c(cc2[N+](=O)[O-])OCO3)c1	11	0.2	3	1	96	97
50	CCN(C(C)=O)c1nc(CSc2nnc(NC(C)C)s2)cs1	5	1.0	-8	5	104	100
51	COc1ccc(-c2nnc(NC(=O)C3=COCCO3)o2)cc1	6	0.2	-2	0	101	96
52	COC(=O)Cc1cc(=O)n2[nH]c(SC)nc2n1	13	1.0	-7	3	102	100
53	CCOc1ccccc1CN1CCN(Cc2nc3ccccc3s2)CC1CCO (stereo not given)	15	1.8	0	10	104	104
54	Cc1nc2ccccc2c(C)c1C(=O)c1ccccc1	13	-2.4	-4	0	102	100
55	COc1ccc(NC(=O)C(CC(C)C)NS(=O)(=O)c2ccc3c(c2)CCN3C(C)=O)cc1OC (stereo not given)	13	0.8	-15	6	107	103
56	O=C(Cn1cccc1C(=O)c1ccccc1)NCc1ccc(Cl)cc1	11	0.3	0	9	101	99
57	Cc1ccsc1C(=O)Nc1nnc(-c2ccco2)o1	7	-0.3	0	1	100	100
58	COc1ccc(-c2nc(-c3ccccc3)c(-c3cccs3)[nH]2)cc1OC	7	-3.4	-1	-5	100	101
59	O=C(Oc1cccc2c(=O)[nH]ccc12)c1ccccc1	11	0.6	0	6	100	102

No.	Bfl-1 Bim block	Bim-Bcl-B	GSH fluor	Bim-Bcl-W	Bim-Bcl-XL
49	-5	0	12	0	0
50	-8	-10	50	3	-8
51	-2	-3	8	-1	-3
52	-15	-10	32	-2	-7
53	-8	-12	13	-4	-3
54	-6	-1	16	-3	0
55	-17	-8	28	-5	-11
56	-3	-1	20	-2	1
57	0	0	32	0	0
58	-7	-5	39	2	-11
59	-1	0	16	0	0

# Ordered by number of heavy atoms (ascending): part of the list above
No.	SMILES	Avidin bead fluor	ABCB1 inh	Bim-Bcl-2	ABCG2 inh	RGS4-Gao reg	RGS7-Gao
59	O=C(Oc1cccc2c(=O)[nH]ccc12)c1ccccc1	11	0.6	0	6	100	102
53	CCOc1ccccc1CN1CCN(Cc2nc3ccccc3s2)CC1CCO (stereo not given)	15	1.8	0	10	104	104
55	COc1ccc(NC(=O)C(CC(C)C)NS(=O)(=O)c2ccc3c(c2)CCN3C(C)=O)cc1OC (stereo not given)	13	0.8	-15	6	107	103

No.	Bfl-1 Bim block	Bim-Bcl-B	GSH fluor	Bim-Bcl-W	Bim-Bcl-XL
59	-1	0	16	0	0
53	-8	-12	13	-4	-3
55	-17	-8	28	-5	-11

# Whole records from above. Order of values: Avidin bead fluor, ABCB1 inh, Bim-Bcl-2, ABCG2 inh, RGS4-Gao reg, RGS7-Gao, Bfl-1 Bim block, Bim-Bcl-B, GSH fluor, Bim-Bcl-W, Bim-Bcl-XL
# COC(=O)Cc1cc(=O)n2[nH]c(SC)nc2n1 reads 13, 1.0, -7, 3, 102, 100, -15, -10, 32, -2, -7
# Cc1ccc(C)c(N=Cc2cc3c(cc2[N+](=O)[O-])OCO3)c1 reads 11, 0.2, 3, 1, 96, 97, -5, 0, 12, 0, 0
